14-3-3g Raf – modulators of human 14-3-3 gamma - Raf peptide interaction; 0.19% of 160,000 active; FP, 14-3-3gamma / TMR-pS259-Raf peptide binding; P61981; AID 422; inhibition, % at 40 µM; in the data active means inhibition above about 30%;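 further: 0% = protein plus tracer without compound and 100% = blank with tracer alone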
Target sequence (P61981 whole entry, looked up): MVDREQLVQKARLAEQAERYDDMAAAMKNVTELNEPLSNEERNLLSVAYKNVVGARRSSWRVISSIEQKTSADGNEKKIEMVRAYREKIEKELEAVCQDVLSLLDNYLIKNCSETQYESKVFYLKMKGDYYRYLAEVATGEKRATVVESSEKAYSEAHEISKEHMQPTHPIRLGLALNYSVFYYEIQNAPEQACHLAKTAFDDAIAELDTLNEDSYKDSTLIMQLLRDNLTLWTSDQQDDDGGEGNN
An asterisk follows results filed as active; & = joins results of further samples. The list is partial; count on the stated rates, not on these rows.

structure | 14-3-3g Raf
COC(=O)c1ccc(NS(=O)(=O)c2ccc(OC)cc2)cc1 | -3.6&0.9
CC(=O)c1ccc(NC(=O)C2CCCNC2=O)cc1 (stereo not given) | 3.9
CCOc1ccc(C(=O)Oc2cccc3cccnc23)cc1 | -3.3
CCOC(=O)c1sc(NC(=O)c2sc3ccccc3c2Cl)c(C(=O)OCC)c1C | -1.6
O=C(COc1ccc(N2C(=O)c3ccccc3NC2c2ccccc2)cc1)Nc1ccccc1 (stereo not given) | 3.4
Cc1cccc(NC(=O)C2C(c3ccccc3)=C2c2ccccc2)c1C | 7.7
CC(C)C(NC(=O)c1ccccc1NC(=O)c1ccccc1)C(=O)O (stereo not given) | -5.5
COC(=O)c1c(NC(=O)COc2ccc(F)cc2)sc(C)c1C | 12.2
COc1cccc(-c2nc3n(n2)C(c2ccccc2Cl)C(C(N)=O)=C(C)N3)c1 (stereo not given) | -0.8
COc1nnc(-c2ccc(N3CCCCC3)c(N)c2)c2ccccc12 | -4.7

Remaining list, next part.
structure | 14-3-3g Raf
COc1ccccc1NC(=O)c1cc(=O)c2ccccc2o1 | -7.4
CC(C)(C)n1nnnc1C(c1cccs1)N1CCCC2(CCCCC2)C1 (stereo not given) | -6.7
CCc1nnc(-n2nc(C)cc2-c2ccccc2)n1N | 1.4
COc1ccccc1NC(=O)c1cc(S(=O)(=O)N2CCC(C)CC2)ccc1F | -11.2
O=C(NCCCN1CCCC1)c1cc(Sc2ccc(F)cc2)nc2ccccc12 | -5.7
CCCCn1c(-c2ccsc2)nc2c1c(=O)[nH]c(=O)n2CCC | -6.2
COc1cc(C2C(=O)N(C3CCCCC3)CC(=O)N2Cc2cccs2)ccc1OC(C)C (stereo not given) | -0.2
Cc1nccn1-c1nc(-c2ccc(Cl)cc2)cc(C(F)(F)F)n1 | -0.3
Cc1cc([N+](=O)[O-])nn1CCCC(=O)Nc1cc(Br)ccc1O | -8.1
CCOC(=O)c1ccc(NC(=O)c2oc(=O)c3ccccc3c2-c2ccc(C)cc2)cc1 | -2.7

Ordered by molar mass (descending): some entries from above.
structure | 14-3-3g Raf
O=C(NCCCN1CCCC1)c1cc(Sc2ccc(F)cc2)nc2ccccc12 | -5.7
COc1cccc(-c2nc3n(n2)C(c2ccccc2Cl)C(C(N)=O)=C(C)N3)c1 (stereo not given) | -0.8
Cc1cccc(NC(=O)C2C(c3ccccc3)=C2c2ccccc2)c1C | 7.7

Next section
structure | 14-3-3g Raf
CCCOC(=O)C1=C(C)NC2=C(C(=O)C(C(=O)OC)C(C)C2)C1c1ccc(N(C)C)cc1 (stereo not given) | -3.2&-5.8
Cc1ccc(C(=O)NCc2nnc(SCC(=O)c3ccccc3)n2-c2cccc(C(F)(F)F)c2)cc1[N+](=O)[O-] | -11.2
CC(C)Oc1ccc(NC(=O)C2CCCNC2=O)cc1 (stereo not given) | -1.8
CCc1ccc2[nH]c(=O)c(CN(Cc3ccc(OC)cc3)Cc3nnnn3CCOC)cc2c1 | 2.0
CN(C)S(=O)(=O)c1cccc(-c2nnc(SCc3ccc4c(c3)OCCO4)o2)c1 | -3.8
CCOc1cccc(NC(=O)C2CC(=O)N(Cc3ccc(OC)cc3)C(=Nc3ccccc3)S2)c1 (stereo not given) | 9.8
CCN(CCO)C1CC(=O)N(c2ccccc2C)C1=O (stereo not given) | 1.4
CCOC(=O)C1=C(C)Nc2nc(SCc3cccc(Cl)c3)nn2C1c1ccc(F)cc1 (stereo not given) | -0.7
CCOc1ccc(C(=O)Nc2cccc(-c3nc4cc(Cl)ccc4o3)c2)cc1 | -309.2
COc1ccc(N2C(=O)CC(Nc3ccc(CCO)cc3)C2=O)cc1 (stereo not given) | -4.2

Next part
structure | 14-3-3g Raf
CN(CC(=O)O)c1nc2ccc([N+](=O)[O-])cc2s1 | -12.8
COc1ccc(NC(=O)CSc2nnc3scc(-c4ccc(Cl)cc4)n23)cc1 | 1.7
CC(=O)CCS(=O)(=O)c1ccc(C)cc1 | 8.6
COc1cccc(NC(=O)c2c([N+](=O)[O-])cnn2C)c1 | 0.7
CC1CCCN(C(=O)C2CCN(CC3CC=CCC3)CC2)C1 (stereo not given) | 4.6
CC1CC(Nc2ccccc2)c2ccccc2N1C(=O)CN1C(=O)C2CCCCC2C1=O (stereo not given) | -15.9
C=CCOc1ccc2c(=O)c(Oc3cc(C)cc(C)c3)c(C(F)(F)F)oc2c1 | -12.7
O=C(NC1CCCCC1)c1cc(-c2cccs2)on1 | -4.1
CC(=O)N=c1cccc(NC(C)=O)n1O | -2.7
CCN(CC)c1ncnc2c1ncn2C1OC(CO)C(O)C1O (stereo not given) | -1.5

Other results follow.
structure | 14-3-3g Raf
c1ccn2c(Cc3nnc4ccccn34)nnc2c1 | -2.7
Cc1ccc(N2CC(C(=O)N3CCc4ccccc43)CC2=O)cc1 (stereo not given) | -2.1
O=C1C(=O)N(CCO)C(c2cccc(F)c2)/C1=C(\O)c1ccc(Br)cc1 (stereo not given) | -3.1
O=C(Oc1cccc2ccccc12)c1ccco1 | 4.1
Cc1nc(C)c(-c2csc(Nc3cccc(Cl)c3C)n2)s1 | -2.3
COc1ccccc1C(=O)Nc1cc(-c2nc3cc(C)cc(C)c3o2)ccc1C | -17.9
COc1ccc(-n2c(=S)[nH]c3cc(C(=O)Nc4cc(C(N)=O)ccc4OC)ccc3c2=O)c(OC)c1 | -8.1
COC(=O)c1ccccc1NC(=O)N1CCN(C(=O)c2ccco2)CC1 | 7.6
c1ccc(C2Oc3ccccc3C3CC(c4cccs4)=NN32)cc1 (stereo not given) | -125.4
CCCC(=O)Nc1c2c(nn1-c1ccccc1C)CS(=O)C2 (stereo not given) | -9.8

Remaining list, next part:
structure | 14-3-3g Raf
N#C/C(=C\c1ccco1)Sc1nc2ccccc2s1 | -16.5
O=C(C1CCCN(S(=O)(=O)c2ccccc2)C1)N1CCN(c2ncccn2)CC1 (stereo not given) | -3.8
Cc1ccc(NC(=O)CSc2ccc3ccccc3n2)c(C)c1 | -5.3
COc1cccc(-n2nnc3c(=O)n(CC(=O)NC4CCCC4)cnc32)c1 | -6.6
CSc1nc2ccccc2n1C(=O)NC1CCCCC1 | -10.4
O=C1CSC(c2ccccn2)N1c1cccc(Cl)c1 (stereo not given) | 1.7&6.0
Oc1ccccc1-c1nc(NC2CCCCC2)c2ccccc2n1 | 0.9
Cc1ccc(NS(=O)(=O)c2c(C)nn(C)c2C)cc1 | -5.7
COc1ccccc1C1CC(c2ccccc2)=NN1S(=O)(=O)c1ccccc1 (stereo not given) | -339.7
O=C(NCCN1CCC(Cc2ccccc2)CC1)C1CCN(S(=O)(=O)c2cccc3nsnc23)CC1 | -0.3

(cont.)
structure | 14-3-3g Raf
O=C(CCN1C(=O)COc2ccccc21)N1CCN(c2ccccc2)CC1 | -0.9
COc1ccccc1NC(=O)c1ccc(CN2CCOCC2)cc1 | 7.0
COc1cccc(-n2cc(-c3cc4ccccc4oc3=O)[nH]c2=O)c1 | -140.9
O=c1c(C2NCCC3(O)CCCCC23)coc2ccc(Cl)cc12 (stereo not given) | -6.1
CCOc1ccc(-c2n[nH]c(=S)n2-c2ccccc2)cc1 | 3.0
COc1ccc(C2CC(=O)N2C2(C(=O)Nc3c(C)cccc3C)CCCCC2)cc1OC (stereo not given) | -7.5
CCn1c(SCCC(C)C)nc2c1c(=O)[nH]c(=O)n2C | -11.1
CCOC(=O)c1ccc(NC(=O)Nc2ccc3c(c2)OCCO3)cc1 | 1.4
CCOC(=O)c1ccc(NC(=O)c2sc(=S)n(-c3cccc(OC)c3)c2N)cc1 | -4.5
O=S(=O)(c1ccc(F)cc1)N1CCN(Cc2ccccc2C(F)(F)F)CC1 | -7.3

Exported as labelled records: entries from further up
Molecule: O=C(CCN1C(=O)COc2ccccc21)N1CCN(c2ccccc2)CC1
  14-3-3g Raf: -0.9

Molecule: O=S(=O)(c1ccc(F)cc1)N1CCN(Cc2ccccc2C(F)(F)F)CC1
  14-3-3g Raf: -7.3

(next part)
structure | 14-3-3g Raf
COc1ccc(CNc2cc(C)cc(C)c2)c2ccccc12 | -11.5
O=C(Nc1cccc(F)c1)c1c(O)c2ccccc2[nH]c1=O | -20.8
CCN(C(=O)c1coc(=O)c2ccccc12)c1ccccc1C | -4.9
Cc1ccc(CNC(=O)c2cc(-c3ccc(Br)s3)nc3ccccc23)o1 | -34.5
CCn1cc(C(=O)N2CC(C)CC(C)C2)c(=O)c2cc(S(=O)(=O)N3CCOCC3)ccc21 (stereo not given) | -5.4&-4.4
Cn1c(=O)c2cn(-c3ccc4c(c3)OCCO4)cc2n(C)c1=O | 0.8
COC(=O)c1ccc(OC(=O)c2ccc([N+](=O)[O-])cc2)c(OC(=O)c2ccc([N+](=O)[O-])cc2)c1 | 11.4
Cc1cc(NCc2cccnc2)c2ccc(Cl)cc2n1 | -21.7
Cc1ccc(CCNC(=O)C2CCC(=O)N2Cc2ccc(F)cc2)cc1 (stereo not given) | -5.5
Nc1cc(=O)[nH]c(=O)n1CC12CC3CC(CC(C3)C1)C2 | 1.5

Following part
structure | 14-3-3g Raf
O=C(c1cccc(N2C(=O)C3CC=CCC3C2=O)c1)N1CCN(c2ccccc2)CC1 (stereo not given) | 1.9
CCC1SC2=NC(C)=C(C(=O)OCc3ccccc3)C(c3ccc(C)cc3)N2C1=O (stereo not given) | -3.0
CCn1c(CC(=O)Nc2ccccc2F)nnc1SCC(=O)N1CCN(c2ccccc2)CC1 | 4.9
Cc1[nH]c2ccccc2c1C=Cc1nc2ccccc2c(=O)n1Cc1ccccc1 | -19.6
Cc1nnc2sc(-c3ccc(NC(=O)c4ccc(-c5ccc(Cl)cc5Cl)o4)cc3)nn12 | -228.4
COc1ccc(Nc2ncnc3c2cnn3-c2ccc(C)cc2C)c(OC)c1 | 0.4
CC1=CC(C)C(C(=O)O)C(C(=O)Nc2ccccc2)C1 (stereo not given) | -6.9
COc1ccc(C(C)=O)c(OC(=O)c2ccc(OC)c(OC)c2)c1 | 13.2
Cc1nc(C)c(C(=O)NCc2ccccc2Cl)o1 | -11.5
CCOC(=O)C1CSc2[nH]c(=O)sc2C1c1ccccc1 (stereo not given) | -1.3

The listing continues.
structure | 14-3-3g Raf
CC1CCc2cc(F)ccc2N1C(=O)c1ccc(N2CC3CC(C2)c2cccc(=O)n2C3)c(NC(=O)c2cccs2)c1 (stereo not given) | -7.5
Nc1sccc1C(=O)c1ccc(Cl)cc1 | 0.2
COC(=O)c1ccccc1NC(=O)CSc1nc2ccsc2c(=O)n1-c1ccc(F)cc1 | -1.1
COC(=O)c1cc(Br)c(=O)n(Cc2cccnc2)c1 | 2.5
O=C(O)c1ccc(CNCC2CC3C=CC2C3)cc1 (stereo not given) | -13.2
Cc1ccc(S(=O)(=O)N2CCSC2c2cccc(Cl)c2)cc1[N+](=O)[O-] (stereo not given) | 4.7
COc1ccccc1NS(=O)(=O)c1ccc(Br)s1 | -2.1
COc1ccc(C(=O)N2N=C(C(C)C)CC2(O)C(F)(F)F)cc1OC (stereo not given) | 5.1
COc1cccc(CNC(=O)CCS(=O)(=O)Cc2ccc(C)cc2)c1 | -3.4
COc1ccc(C(=O)CC(=C=Cc2ccccc2)CC(=O)c2ccc(OC)cc2)cc1 | -3.4

The results go on.
structure | 14-3-3g Raf
Cc1ccc(CNS(=O)(=O)c2cc(C(=O)Nc3cccc(C)c3)ccc2F)cc1 | -12.3
CCCC12CN3CC(C)(CN(C1)C3c1c(C)[nH]c3ccccc13)C2=O (stereo not given) | -8.1
Cc1ccc(C(c2sc3nc(C)nn3c2O)N2CCN(CCO)CC2)cc1 (stereo not given) | -1.4
CCOC(=O)CNc1nc(-c2cccc([N+](=O)[O-])c2)nc2ccccc12 | -9.7
COC(=O)c1c(C)oc2cc(Br)c(OC(=O)c3ccc([N+](=O)[O-])cc3)cc12 | -6.5
O=S(=O)(Nc1ccccc1)c1ccc2c(c1)Cc1cc(S(=O)(=O)Nc3ccccc3)ccc1-2 | -0.7
Cc1ccc(C(=O)Nc2cccc(-c3nc4ncccc4o3)c2C)cc1C | 8.5
O=C1OCCC1Sc1nnc(-c2ccco2)o1 (stereo not given) | -7.6
Cc1nc(N)c(C(=O)O)nc1C | -2.8
NC(=O)c1ccc(NC(=O)CCC(=O)Nc2ccc(C(N)=O)cc2)cc1 | -10.1

(next part)
structure | 14-3-3g Raf
CC(C)CNS(=O)(=O)c1ccc(S(=O)(=O)N2CCN(CCC#N)CC2)cc1 | 2.3
O=C(CCC(=O)c1cccs1)OCC(=O)N1CCN(C(=O)c2ccco2)CC1 | -3.5
COC(=O)c1cc(-c2ccc(Br)cc2)on1 | -6.1
CCCCOc1ccc(OCCCC)c2c1NC1(N2)C(=O)N(C(C)=O)c2ccccc21 | 3.1
Cc1cccn2c(=O)c3cc(C(=O)NCC4CCCO4)c(=N)n(CCc4ccccc4)c3nc12 (stereo not given) | -12.2
Cc1cc2c(c(=O)n1Cc1ccc3c(c1)OCO3)C(c1cccnc1)C(C#N)=C(N)O2 (stereo not given) | -9.4
Cn1nnnc1SCC(=O)NCc1ccco1 | 2.1
Cc1ccc(S(=O)(=O)C2c3ccccc3Sc3ccccc32)cc1 | 6.5
COCCNc1ccc(N2C(=O)CCCC2=O)cc1[N+](=O)[O-] | -3.1
CCOC(=O)c1cnc2ccc(OCC)cc2c1Nc1cccc(Cl)c1 | 0.2

More results follow:
structure | 14-3-3g Raf
Cc1nc(NCCN2CCOCC2)c2sc3nc4c(cc3c2n1)COC(C)(C)C4 | -4.6
COCCCn1c(-c2ccsc2)nc2c1c(=O)[nH]c(=O)n2Cc1ccccc1 | -13.4
CC(=O)Nc1nc2c(s1)C(=O)CC(C)(C)C2 | -0.2
CCCCSc1nnc(-c2ccc(NC(C)=O)cc2)n1C | -0.1
Cc1ccc(S(=O)(=O)NCC2CCC(C(=O)N3CCN(c4cc(C)ccc4C)CC3)CC2)cc1 (stereo not given) | -5.4
Cc1ccc(-n2ncc3c(=O)[nH]c(SCC(=O)N4CCCc5ccccc54)nc32)cc1 | -7.5
CCc1ccc(Cn2nnc(C(=O)NCc3ccccc3OC)c2N)cc1 | 2.6
CCc1ccccc1N1C(=O)C2C3C=CC(C3)C2C1=O (stereo not given) | 5.5
CCCCCS(=O)(=O)CC1CC1(Cl)Cl (stereo not given) | 9.9
CCOC(=O)N1CCN(c2c(N3CCN(c4cccc(C(F)(F)F)c4)CC3)c(=O)c2=O)CC1 | -4.1

Screening results: PubChem BioAssay, Emory University Molecular Libraries Screening Center
